# Assay outcomes as filed in PubChem BioAssay.
# uPA generation = blocks generation of uPA at the cell surface | cell surface uPA generation assay, qHTS | Potency, µM (doses to about 38.3 µM), for inactives: at the top dose activity change, negative = inhibition, hits mostly inhibitors | 330,000 tested, 0.31% active | AID 540303; active = well fitted inhibition curve with a large enough effect; inconclusive = small, poorly fitted or top-dose-only effect; inactive = no such curve, though single readings can be large or run the other way; tested in mouse RAW 264.7 cells; note: % is set by controls: 0 for no effect and ±100 for the full control effect; nearly all actives have a fitted effect of over 55% in size
# ELG1 genotoxic = genotoxicity induction in ELG1-luciferase HEK293T cells. HEK293T ELG1-luciferase reporter, luminescence, 16 h. Potency, µM (top dose mostly 46 µM), for the others: at the highest dose activity change, positive = activation, usual class: activators. 330,000 tested, 1.3% active; note: % of control where 0% means no effect; nearly all actives have a fitted effect of over 60% in size
#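 Genotoxic stress is detected as increased luminescence from luciferase-tagged ELG1 in HEK293T cells, measured with ONE-Glo after a 16 hr treatment at 37 °C.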
# p53 reactivator = restores transcriptional activity of mutant p53. H1299 p53-A138V BP100-luciferase reporter, luminescence, 24 h. AID 504706. Potency, µM (titrated, usually from 92.2 µM), for the others: at the highest dose activity change, positive = activation, hits mostly activators. 320,000 tested, 0.063% active; note: % of control where 0% means no effect; nearly all actives have a fitted effect of over 45% in size
#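 p53-null H1299 cells stably carrying temperature-sensitive p53-A138V and a BP100-luciferase reporter were pinned with compounds (4-point, 1:5 series) and held 24 hrs at 37 deg C. Luminescence was read 10 min after detection reagent.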
# MBNL1-CUG inh = blocks human MBNL1 binding to CUG repeat RNA | Q9NR56 | TR-FRET MBNL1-His/biotin-(CUG)12 binding, 665/545 ratio | Potency, µM (top dose mostly 57.5 µM), for the others: at the highest dose activity change, negative = inhibition, usual class: inhibitors | 280,000 tested, 0.036% active; active = well fitted inhibition curve with a large enough effect in the signal ratio, with a control signal flat, not every such curve was filed as active; inconclusive = small, poorly fitted or top-dose-only effect, or effect the other way, or a change in a side signal; inactive = no such curve, though single readings can be large or run the other way; the % refers to the signal ratio; note: % is set by controls: 0 for no effect and ±100 for the full control effect
# Target sequence (Q9NR56 whole entry, looked up): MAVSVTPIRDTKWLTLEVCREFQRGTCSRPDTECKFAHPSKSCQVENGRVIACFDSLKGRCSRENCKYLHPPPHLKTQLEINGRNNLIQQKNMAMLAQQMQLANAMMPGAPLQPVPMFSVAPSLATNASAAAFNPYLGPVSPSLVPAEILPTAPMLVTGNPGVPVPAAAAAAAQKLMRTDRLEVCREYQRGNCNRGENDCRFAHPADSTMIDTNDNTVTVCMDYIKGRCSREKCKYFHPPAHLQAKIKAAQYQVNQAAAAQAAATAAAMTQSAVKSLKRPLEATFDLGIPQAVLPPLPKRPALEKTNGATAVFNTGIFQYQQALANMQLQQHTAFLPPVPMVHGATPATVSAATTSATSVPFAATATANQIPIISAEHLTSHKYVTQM
#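 MBNL1-His + Biotin-(CUG)12, cpd titration 92 nM–58 uM; Tb anti-His Ab 0.055 ng/ul, SA-XL665 5 nM (final); 60 min RT; ratiometric 665/545 nm, Ex 340 nm; normalized to buffer and full-complex controls.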
# FLuc counter = counter-screen for miR-21 project: firefly luciferase inhibitors or activators; P08659; purified FLuc, Km substrates, luminescence inhibition; Potency, µM (highest dose often 57.5 µM), inactives show at the highest dose activity change, negative = inhibition, hits mostly inhibitors; 360,000 tested, 6.9% active;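 note: plate controls were vehicle for no effect and reference inhibitor for full effect; nearly all actives have a fitted effect of over 55% in size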
# Target sequence (P08659 whole entry, looked up): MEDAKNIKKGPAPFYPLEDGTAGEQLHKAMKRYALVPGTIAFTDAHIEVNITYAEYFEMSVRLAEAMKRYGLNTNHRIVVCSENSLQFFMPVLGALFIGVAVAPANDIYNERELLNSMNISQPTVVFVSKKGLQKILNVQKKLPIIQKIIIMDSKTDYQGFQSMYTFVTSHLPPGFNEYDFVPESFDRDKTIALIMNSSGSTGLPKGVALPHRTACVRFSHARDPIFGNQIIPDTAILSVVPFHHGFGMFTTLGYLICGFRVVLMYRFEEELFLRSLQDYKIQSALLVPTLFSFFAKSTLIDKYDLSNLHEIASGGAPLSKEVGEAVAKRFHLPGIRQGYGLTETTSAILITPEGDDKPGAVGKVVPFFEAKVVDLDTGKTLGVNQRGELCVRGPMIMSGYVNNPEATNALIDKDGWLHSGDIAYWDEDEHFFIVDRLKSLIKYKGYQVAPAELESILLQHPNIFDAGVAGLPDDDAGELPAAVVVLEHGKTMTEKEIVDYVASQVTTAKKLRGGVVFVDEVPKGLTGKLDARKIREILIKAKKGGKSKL
#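 Purified P. pyralis luciferase (10nM final) with 10uM D-luciferin and 10uM ATP (Km levels) in 50mM Tris acetate pH 7.5, 10mM Mg acetate, 0.01% Tween-20, 0.05% BSA; qHTS 6-point titration, ~60 µM downward; luminescence read.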
# NPC1 promoter act = activators of NPC1 promoter | 320,000 tested, 2.4% active | Huh7 NPC1 promoter luciferase reporter, 24 h | Potency, µM (top dose mostly 9.22 µM), inactives show at the highest dose activation, actives largely listed as activators;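 note: % of control where 0% means no effect; nearly all actives have a fitted effect of over 60% in size; reporter is driven by a mutant NPC1 promoter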
#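 Compounds in DMSO were transferred onto Huh7 NPC1-luciferase reporter cells pre-incubated 2 h; after 24 h at 37 °C, Amplite reagent was dispensed and luminescence recorded 10 min later.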
# Rab9 promoter act = activates the Rab9 promoter | 320,000 tested, 2.8% active | Huh7 Rab9 promoter-luciferase reporter, luminescence, 24 h | AID 485297 | Potency, µM (series often up to 9.22 µM), without a hit: at the top dose activation, negative = inhibition, actives largely listed as activators; note: % of control where 0% means no effect; nearly all actives have a fitted effect of over 60% in size
#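 Quantitative HTS format; Huh7 Rab9-luciferase reporter cells (1500/well) receive compound 2 h post-plating, incubate 24 h at 37 °C, then get luciferase reagent for 10 min before luminescence reading.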
# BRCA1 expr act = increases BRCA1 expression; MCF7-BRCA1-FFLuc reporter, luminescence, 48 h; response scale: scaled: vehicle 0%, 10 µM genistein 100%; Potency, µM (top dose mostly 46.1 µM), without a hit: at the top dose activation, usual class: activators; 380,000 tested, 1.1% active; AID 624202; note: nearly all actives have a fitted effect of over 80% in size; some results filed as inactive show a strong effect at the top dose
#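 Using MCF7 cells harboring a BRCA1 firefly luciferase reporter, plated 2 h before compound pinning, the screen measured luminescence after 48 h incubation. Responses were normalized to DMSO and 10 microM genistein, then fitted for concentration-effect.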
# Gal4-VP16 FLuc = counter-screen for ROR gamma inhibitors: Gal4-VP16 reporter | Drosophila S2 Gal4-VP16 UAS-luciferase, luminescence, 20 h | Potency, µM (highest dose often 53.6 µM), for inactives: at the highest dose activity, negative = inhibition, usual class: inhibitors | 310,000 tested, 3.5% active | AID 2546;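 note: Gal4-VP16 expression switched on by copper sulfate through the metallothionein promoter; % is set by controls: 0 for no effect and ±100 for the full control effect; nearly all actives have a fitted effect of over 50% in size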
# RORg inh = blocks mouse ROR gamma transcriptional activity; Drosophila S2 Gal4-RORgamma UAS-luciferase reporter, 20 h; P51450; 310,000 tested, 5.4% active; Potency, µM (doses to about 53.6 µM), without a hit: top-dose activity change, negative = inhibition, hits mostly inhibitors; note: % is set by controls: 0 for no effect and ±100 for the full control effect; nearly all actives have a fitted effect of over 60% in size
#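 Compounds are pin-transferred onto Drosophila Schneider cells expressing a copper-inducible Gal4–ROR gamma transactivation domain fusion. After 1 hr, copper sulfate is added to 700 uM final; luciferase is read 20 hr later.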
# * = called active by the depositor; ? = inconclusive; . = no result given; & = joins results of further samples; [ ] = dose if it differs, or a comment. Unless noted, calls come from the whole dose curve; as a rule, active = well fitted curve in the direction sought with a large enough effect; inconclusive = small, poorly fitted or top-dose-only effect, or another doubt; inactive = no such curve, though single readings can be large; an effect the other way counts as inactive or inconclusive. Potency is the fitted concentration of half-maximal effect.
# Every second line gives: uPA generation	ELG1 genotoxic	p53 reactivator	MBNL1-CUG inh	FLuc counter	NPC1 promoter act	Rab9 promoter act	BRCA1 expr act	Gal4-VP16 FLuc	RORg inh
CC(/C=N\NC(=O)CN1CCN(S(=O)(=O)c2ccc(C)cc2)CC1)=C\c1ccccc1
  -4%	-4%	-13%	13%	-15%	0%	-2%	-49%	-2%	168%
CN(C)CC[n+]1ccc(C(=O)c2ccccc2)cc1
  -1%	-4%	22%	?	-3%	-3%	0%	-8%	6%	17%[1.91 µM]
O=C(Cc1ccc(S(=O)(=O)N2CCOCC2)s1)Nc1ccccc1Br
  4%	0%	-9%	.	-7%	-2%	-1%	-23%	17%	22%
CC(C)c1ccc(N(C(=O)c2ccco2)C(C(=O)NC2CCCC2)c2ccncc2)cc1 (stereo not given)
  .	?	?	2%	?	?	?	74%	0%	11%
CCO[C@@H]1OC(C(=O)NCc2nc3ccccc3[nH]2)=C[C@H](c2csc3ccccc23)[C@H]1CCCO
  9%	-9%	-3%	8%	-1%	1%	-3%	-35%	-5%	-14%
Cn1c(=O)c2c(nc(CN3CCN(C(=O)c4ccco4)CC3)n2Cc2ccc(F)cc2)n(C)c1=O
  2%	.	.	-3%	-2%	.	.	3%	18%	20%
CCc1nccn1CCC(=O)N1CCCC(N2CCN(c3ccccc3C)CC2)C1 (stereo not given)
  -9%	-13%	?	-4%	1%	-10%	7%	-21%	-2%	-7%
CN(C)/C=N/C(=S)Nc1ccc(Cl)cc1Cl
  1%	21µM*	1%	-8%	19µM*	?	?	5µM*	5%[10 µM]	13µM*
CCC(=O)Nc1sc(C(=O)N2CCCCC2)c(C)c1C#N
  6%	0%	-9%	-1%	6%	-3%	9%	23%	0%	13%
COc1ccc(CC(=O)Nc2nccs2)cc1S(=O)(=O)N1CCOCC1
  5%	-1%	-2%	.	.	.	.	-7%	.	.
Nc1c(C(O)(C(F)(F)F)C(F)(F)F)cc(C(O)(C(F)(F)F)C(F)(F)F)c2ccccc12
  13%	-10%	25%	-4%	-3%	-10%	-9%	-88%	?	?
COc1ccc(-c2csc3ncnc(N4CCN(c5ccc(OC)cc5)CC4)c23)cc1
  4%	-15%	0%	4%	3%	0%	0%	-35%	-2%	-7%
CC1(C)C2CCC1(C)C(OC(=O)C[n+]1ccccc1N)C2 (stereo not given)
  -6%	-3%	-2%	-4%	2%	-1%	0%	-8%	-4%	20%
Cc1ccc(C)c(NC(=O)C(OC(=O)c2ccc(NC(=O)CC#N)cc2)c2ccccc2)c1 (stereo not given)
  1%	-2%	-1%	.	7%	-5%	-2%	-22%	.	.
COc1ccc(/C=C2\SC(N3CCc4ccccc4C3)=NC2=O)cc1
  -14%	-2%	-6%	?	?	0%	-4%	-7%	-11%	2%
O=C(NCCO)/C(=C\c1ccc(Br)cc1)NC(=O)c1cccs1
  -3%	1%	-4%	?	-6%	-1%	1%	-7%	-5%	1%
O=[N+]([O-])c1cc([N+](=O)[O-])c(Oc2cccc(Cl)c2Cl)cc1NN1CCCCC1
  -7%	-5%	7%	3%	3%	-5%	-2%	9%	7%	27%
CCOC(=O)C(=N/O)/C(C)=N/NC(=O)C(=O)Nc1ccc(Cl)cc1
  ?	-10%	2%	0%	?	-3%	-14%	-18%	20µM*	-44%
Cc1cccc(NC(=O)CCSc2nnc(Cc3ccccc3)o2)c1
  2%	-2%	-7%	-13%	4%	1%	-1%	-11%	-2%	-5%
NS(=O)(=O)c1ccc(CNC(=O)NC2(c3ccccc3)CC2)cc1
  6%	2%	1%	-1%	6%	-3%	1%	1%	-3%	?
COc1ccc(OC)c(CNC(=O)c2nn(C)c3c2CS(=O)(=O)c2ccccc2-3)c1
  -15%	-5%	14%	28%	0%&-5%	-1%	-2%	0%	-16%	-39%
Cc1cccc(-c2ccc3ncnc(NCc4cccs4)c3c2)c1
  ?	-1%	9%	.	1%&7%	-9%&-6%	-18%&-13%	-61%	.	.
Cc1nn(C)c(C)c1Nc1ccc(N2C(=O)C3CC=CCC3C2=O)cc1[N+](=O)[O-] (stereo not given)
  -5%	-4%	4%	?	-2%	-13%	-10%	-7%	-16%	38%
FCCCOc1ccc(/C=N/OCc2c(Cl)cccc2Cl)cc1
  28%	-1%	0%	5%	?	21%	26%	77%	-1%	23%
C/C=C/Cn1c(Br)nc2c1c(=O)[nH]c(=O)n2C
  .	13%	-4%	-2%	4%	-2%	0%	-5%	0%	3%
CC(C)c1ccc(OCC(O)Cn2cnc3ccccc32)cc1 (stereo not given)
  -3%	-12%	9%	7%	?	-2%	0%	6%	?	40%
O=C(Nc1c(C(=O)N2CCOCC2)cnn1-c1ccccc1Cl)c1ccco1
  0%	-1%	-3%	-1%	-1%	2%	-5%	8%	9%	-2%
CC(=O)C1=C(O)C=C(c2ccco2)CC1c1ccco1 (stereo not given)
  -10%	0%	-5%	?	-1%	-6%	6%	-25%	-5%	?
O=C(CN(C(=O)c1ccc(Cl)cc1)C1CCCCC1)Nc1ccc(Cl)c([N+](=O)[O-])c1
  2%	-3%	?	-11%	4%	-2%	0%	-86%	-17%	?
CCOC(=O)c1ccc2[nH]c3c(c2c1)CCCC3O (stereo not given)
  1%	?	6%	2%	?	9%	16%	46%	-2%	9%

# Some of the entries above in a different format:
Compound | uPA generation | ELG1 genotoxic | p53 reactivator | MBNL1-CUG inh | FLuc counter | NPC1 promoter act | Rab9 promoter act | BRCA1 expr act | Gal4-VP16 FLuc | RORg inh
O=C(CN(C(=O)c1ccc(Cl)cc1)C1CCCCC1)Nc1ccc(Cl)c([N+](=O)[O-])c1 | 2% | -3% | ? | -11% | 4% | -2% | 0% | -86% | -17% | ?
O=C(NCCO)/C(=C\c1ccc(Br)cc1)NC(=O)c1cccs1 | -3% | 1% | -4% | ? | -6% | -1% | 1% | -7% | -5% | 1%
FCCCOc1ccc(/C=N/OCc2c(Cl)cccc2Cl)cc1 | 28% | -1% | 0% | 5% | ? | 21% | 26% | 77% | -1% | 23%

# (listing goes on)
# Every second line gives: uPA generation	ELG1 genotoxic	p53 reactivator	MBNL1-CUG inh	FLuc counter	NPC1 promoter act	Rab9 promoter act	BRCA1 expr act	Gal4-VP16 FLuc	RORg inh
Cc1ccc2c(c1)C(=C(C#N)C#N)C(=O)N2CCN1CCOCC1
  ?	-1%	-10%	22%	-7%	0%	-2%	-14%	4%	15%
CC(C)C(NC(N)=O)C(=O)NC1CCCCC1 (stereo not given)
  .	0%	5%	-7%	-1%	-3%	-2%	.	0%	-6%
COCCCNC(=O)CN(c1cc([N+](=O)[O-])ccc1OC)S(C)(=O)=O
  1%	0%	-1%	3%	0%	-2%	2%	-4%	-8%	-31%
CC(C)CC(=O)Nc1ccc(C(=O)CN2C(=O)NC3(CCOc4ccccc43)C2=O)cc1 (stereo not given)
  -9%	-3%	-5%	.	0%	6%	8%	-22%	.	.
CC(C)NC(=S)N(CCc1ccncc1)C(C)C
  -1%	0%	1%	-6%	2%	-6%	6%	-1%	-7%	2%
Cc1cccc(NC(=O)CC2CCC2)c1
  .	5%	?	-6%	-11%	9%	4%	?	4%	42%
C[C@H]1COC(=O)[C@@H](CC(=O)OC(C)(C)C)C/C=C\C[C@H](CC(=O)NCCO)C(=O)N1
  -2%	0%	5%	.	.	.	.	0%	.	.
COc1cccc(N2CC(O)Cn3c2nc2c3c(=O)[nH]c(=O)n2C)c1 (stereo not given)
  -7%	1%	4%	-10%	1%	3%	-4%	-1%	-2%	22%
CC1=C[C@H](C)[C@H](c2c(F)cccc2Cl)CC1=O
  -13%	2%	.	-5%	0%	1%	0%	8%	1%&4%	-6%&0%
COc1ccc(/C=N/NC(=O)CNC(=O)c2ccc3c(c2)OCCO3)c(C(=O)O)c1OC
  1%	0%[9.26 µM]	3%	-4%	24µM*	1%	0%	-1%	-11%	3%
CCn1c(COc2ccccc2OC)nnc1SCC(=O)NC1CCCC1
  8%	-5%	-1%	-2%	-1%	-1%	-1%	4%	-2%	15%
O=C(Nc1cccc([N+](=O)[O-])c1)ONC1=NCCCCC1
  0%	-1%	3%	?	15µM*	0%	-3%	-5%	-1%	-6%
O=C(O)c1ccc(N2CC3CC(C2)c2cccc(=O)n2C3)c(NC(=S)Nc2ccc(Cl)cc2Cl)c1 (stereo not given)
  -2%	1%	-4%	-2%	?	0%	-5%	-10%	-7%	8%

# Structures shown so far with two or more sulfur atoms, in the order listed:
# Every second line gives: uPA generation	ELG1 genotoxic	p53 reactivator	MBNL1-CUG inh	FLuc counter	NPC1 promoter act	Rab9 promoter act	BRCA1 expr act	Gal4-VP16 FLuc	RORg inh
O=C(Cc1ccc(S(=O)(=O)N2CCOCC2)s1)Nc1ccccc1Br
  4%	0%	-9%	.	-7%	-2%	-1%	-23%	17%	22%
COc1ccc(CC(=O)Nc2nccs2)cc1S(=O)(=O)N1CCOCC1
  5%	-1%	-2%	.	.	.	.	-7%	.	.

# Compounds as they come; about 13% have a hit in one of these screens.
